Source: PubChem
TRPC4 inh = TRPC4 (mouse) channel inhibition | HEK293 TRPC4beta/mu-opioid, DAMGO-evoked Fluo4 calcium flux; stronger effect = lower value | B-score at 10 µM | actives 0.39% (n = 300,000);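 active means B-score over 3 SD under the library average, no early fluorescence shift, positive overall ratio signal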
Target sequence (Q9QUQ5 whole entry, looked up): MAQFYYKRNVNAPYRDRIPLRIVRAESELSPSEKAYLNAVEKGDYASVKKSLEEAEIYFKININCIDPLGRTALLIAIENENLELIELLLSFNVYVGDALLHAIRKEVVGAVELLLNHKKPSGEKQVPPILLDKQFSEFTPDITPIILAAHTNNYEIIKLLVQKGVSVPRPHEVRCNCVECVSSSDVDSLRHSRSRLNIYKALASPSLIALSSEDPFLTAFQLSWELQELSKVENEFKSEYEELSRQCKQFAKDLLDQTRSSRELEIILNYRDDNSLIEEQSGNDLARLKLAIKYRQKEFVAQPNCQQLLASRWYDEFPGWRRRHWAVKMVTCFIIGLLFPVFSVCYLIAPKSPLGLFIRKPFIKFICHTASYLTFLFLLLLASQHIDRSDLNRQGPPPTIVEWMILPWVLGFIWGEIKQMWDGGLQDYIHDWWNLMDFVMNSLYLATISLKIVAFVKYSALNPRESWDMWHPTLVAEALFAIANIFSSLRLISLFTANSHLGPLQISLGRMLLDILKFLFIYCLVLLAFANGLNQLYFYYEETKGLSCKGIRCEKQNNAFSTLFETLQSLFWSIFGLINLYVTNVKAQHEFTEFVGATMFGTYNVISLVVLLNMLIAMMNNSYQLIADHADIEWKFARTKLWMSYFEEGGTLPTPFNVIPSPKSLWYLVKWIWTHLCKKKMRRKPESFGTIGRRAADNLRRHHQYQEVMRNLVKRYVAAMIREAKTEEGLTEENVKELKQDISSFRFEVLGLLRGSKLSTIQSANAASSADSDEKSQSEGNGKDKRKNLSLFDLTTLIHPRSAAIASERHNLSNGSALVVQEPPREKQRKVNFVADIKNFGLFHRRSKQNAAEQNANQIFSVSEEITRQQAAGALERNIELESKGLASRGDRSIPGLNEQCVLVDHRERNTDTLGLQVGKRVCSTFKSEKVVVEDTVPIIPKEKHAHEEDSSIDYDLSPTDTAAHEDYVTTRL
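Material: HEK293 cells with stable TRPC4beta plus mu-opioid receptor expression / Probe or stimulus: DAMGO in two steps, submaximal then maximal / Compound: single concentration per test compound / Technique: kinetic Fluo4 fluorescence imaging of calcium influx / Read-out: per-well B score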
RGS4 inh = human RGS4 inhibition | P49798 | HEK293 M3R/RGS4 inducible, Fluo-4 calcium flux; stronger effect = higher value; triggered by carbachol at its EC20 | B-score at 10 µM | actives 0.45% (n = 310,000);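 active means B-score, a plate-corrected calcium signal, over three deviations above library mean, with baseline fluorescence within five deviations of library mean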;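 further: RGS4 expression induced by doxycycline in cells with stable M3 receptor; B-score is computed from the integrated fluorescence ratio over baseline after carbachol; higher B-score means a larger calcium signal and so more RGS4 inhibition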
MrgX1 antag = antagonists of human MrgX1 receptor | MRGX1-HEK293 calcium flux, Fluo-4, BAM8-22 antagonism; stronger effect = lower value | AID 588676 | Q96LB2 | actives 1.3% (n = 310,000) | B-score at 10 µM;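 active means calcium-response B-score plate-corrected more than 3 library SD below zero, starting fluorescence within 5 deviations, no agonist response on first addition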;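 further: peak minus trough fluorescence over baseline after final BAM8-22 challenge near maximal dose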
TRPC6 act = activates the mouse TRPC6 cation channel | AID 2550 | actives 0.13% (n = 310,000) | Q61143 | HEK293-TRPC6 membrane potential dye fluorescence; stronger effect = higher value | B-score at 10 µM;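 active means B-score of the integrated fluorescence ratio above library mean plus 3 SD, and starting fluorescence ratio within library mean plus 5 SD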;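 further: higher score means more depolarization so channel activation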
HIF activator = HIF pathway transcriptional activation | U2OS HRE-luciferase reporter, luminescence; normalized: DMSO 0%, desferrioxamine 100% | activation, % at 7.5 µM (by protocol) | actives 0.32% (n = 300,000);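 active means mean activation of at least 10% of the iron chelator positive control signal, with at least half of replicates also reaching 10%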
TRPC6 inh = blocks the mouse TRPC6 cation channel | Q61143 | HEK293-TRPC6, membrane potential dye, ACh-evoked depolarization; stronger effect = lower value | B-score at 10 µM | actives 1.1% (n = 310,000) | AID 2553;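 active means B-score under library mean minus 3 SD, initial fluorescence not abnormally high, positive integrated signal ratio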;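 further: B-score derived from integrated fluorescence ratio over the kinetic read; more negative B-score means stronger inhibition of depolarization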
MrgX1 agonist = human MrgX1 receptor agonism, primary screen | B-score at 10 µM | MrgX1-HEK293 cells, Fluo-4 calcium fluorescence, agonist mode; stronger effect = higher value | actives 0.44% (n = 310,000) | AID 588627;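 active means calcium response B-score plate-corrected fluorescence ratio at least 3 library SD, with starting fluorescence B-score inside 5 SD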
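times = overnight plating, then 30 min 37 °C plus 30 min room-temperature dye loading | assay system = stable human MrgX1 HEK293 cell line | input = fifteen thousand cells per well | signal = kinetic calcium dye fluorescence, Fluo-4 NW | dosing = compound delivered in addition one of three | read-out = B-scored fluorescence response ratio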
Platelet DG rel = modulates dense granule release in human platelets | inhibition, %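 (compounds screened at 7.5 µM in platelet-rich plasma)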 | actives 0.22% (n = 300,000) | human platelet-rich plasma, SFLLRN dense granule ATP release, luminescence | AID 1663;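 active means mean replicate score, as percent of positive control, at or above 50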
SKKanGAS inh = blocks kanamycin growth of S. pyogenes SKKanGAS strain | BacTiter-Glo, 6 h | inhibition, % at 7.5 µM | actives 1.3% (n = 300,000);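 active means mean replicate score, as percent of positive control median, at least 50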;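 further: strain carries kanamycin resistance gene driven by streptokinase promoter and grows in 40 µg/ml kanamycin; loss of luminescence reflects streptokinase promoter inhibition or plain growth inhibition; 0% = median of DMSO wells and 100% = positive control at its reference dose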
MrgX1 PAM = human MrgX1 positive allosteric modulation, primary screen; B-score at 10 µM; Q96LB2; actives 0.63% (n = 310,000); AID 588675; MrgX1-HEK293, Fluo-4 calcium flux, FDSS; stronger effect = higher value;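 active means plate-corrected calcium response at least 3 library SD above typical, normal starting fluorescence, not activating the receptor alone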;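 further: compound read alongside a low EC10 to EC30 dose of BAM8-22 agonist; peak minus trough fluorescence over baseline measured at the second addition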
RGS4 act = potentiators or activators of RGS4 | HEK293 M3R/inducible RGS4, carbachol calcium flux Fluo4; stronger effect = lower value | B-score at 10 µM | actives 0.92% (n = 310,000) | AID 463111;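 active means B-score of the integrated calcium signal more than 4 SD below the library mean, with starting fluorescence not abnormally high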;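 further: negative B-score means reduced calcium response which marks RGS4 activation or potentiation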
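Assay system: Inducible-RGS4 HEK293 cells carrying M3 receptor | Schedule: Compound preincubation 20 min at room temperature before agonist | Signal: Kinetic calcium fluorescence imaging with Fluo4-AM dye, 2 µM | Read-out basis: B score from integrated fluorescence ratio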
Starred values were filed as active, the others as inactive; i = inactive; & = joins results of further samples.

The line under a structure holds: TRPC4 inh	RGS4 inh	MrgX1 antag	TRPC6 act	HIF activator	TRPC6 inh	MrgX1 agonist	Platelet DG rel	SKKanGAS inh	MrgX1 PAM	RGS4 act
- C=CCn1c2ccccc2c2nnc(SCCN3CCCCC3)nc21
→ i	i	i	i	1.4	-8.6*	i	3	-3	i	-7.3*
- O=C(c1ccco1)N1CCN(c2ncnc3c(-c4ccc(Cl)cc4)nsc23)CC1
→ i	5.2*	i	i	-0.1	i	i	3	5	i	i
- O=C(NCCC1=CCCCC1)C1CCN(S(=O)(=O)c2cccc3nsnc23)CC1
→ i	i	i	i	-1.8	i	i	4	11	i	i
- CCOc1cc(N2CCOCC2)c(OCC)cc1NC(=O)COC(=O)CCc1c[nH]c2ccccc12
→ i	i	i	i	-0.2	i	i	4	-3	i	i
- Cc1ccc(S(=O)(=O)N(c2ccccc2)C2CCS(=O)(=O)C2)cc1 (stereo not drawn)
→ i	i	i	i	0.1	i	i	3	-6	i	i
- COc1ccccc1NC(=S)NC(NC(=O)C(C)C)C(Cl)(Cl)Cl (stereo not drawn)
→ i	i	i	i	0.3	i	i	3	3	i	i
- C#CCOc1ccc(C2C3=C(CC(C)(C)CC3=O)N(CC(=O)O)C3=C2C(=O)CC(C)(C)C3)cc1OC
→ i	i	i	i	-34	i	i	-9	12	i	i
- CCOC(=O)c1sc(NC(=O)CN2CCCC2)c(C(=O)OCC)c1C
→ i	i	i	i	0.3	i	i	-5	-6	i	i
- COc1ccc(C)cc1S(=O)(=O)Nc1cccc(C)c1
→ i	i	i	i	0.1	i	i	-1	4	i	i
- NS(=O)(=O)c1ccc(CCNC(=O)c2ccc(Cl)nc2)cc1
→ i	i	i	i	-1.2	i	i	-5	6	i	i
- CCc1cc(C(=O)NNC(=S)Nc2ccccc2C)cs1
→ i	i	i	i	4.9	i	i	-5	3	i	i
- COc1ccc(C(=O)NCC(=O)OCC(=O)Nc2c(C)n(C)n(-c3ccccc3)c2=O)cc1
→ i	i	i	i	-0.3	i	i	12	5	i	i
- COc1cccc(/C(C)=N/NC(=O)c2cc(-c3cccnc3)nc3ccccc23)c1
→ i	i	i	i	-0.2	i	i	10	-1	i	i
- COCCCN1CCN(C2Cc3ccccc3Sc3ccc(Cl)cc32)CC1 (stereo not drawn)
→ i	i	i	i	-1.1	i	i	2	5	i	i
- CCOC(=O)C1CCN(S(=O)(=O)c2ccc(Cl)nc2)CC1
→ i	i	i	i	0.1	i	i	2	5	i	i
- CCN(CC)S(=O)(=O)c1ccc2[nH]cc(C(=O)NCCCN3CCCCC3)c(=O)c2c1
→ i	i	i	i	-0.3	i	i	-1	-1	i	i
- CCS(=O)(=O)Nc1cccc(C2=NN(C(C)=O)C(c3cccs3)C2)c1 (stereo not drawn)
→ i	i	i	i	0.1	i	i	0	6	i	i
- COc1ccc(-c2cc(C(=O)N(C)Cc3ccccc3F)c3ccccc3n2)cc1OC
→ i	i	i	i	-0.7	i	i	7	11	i	-8.2*
- CC(=O)N1CCc2cc(S(=O)(=O)NC(C(=O)N3CCN(c4ccccc4F)CC3)C(C)C)ccc21 (stereo not drawn)
→ i	i	i	i	0.6	i	i	-9	-2	i	i
- Cc1ccc(NS(=O)(=O)c2cccc3nsnc23)cc1
→ i	i	i	i	0.1	i	i	-2	4	i	i
- Cc1cccc(C)c1NC(=O)CC(C)c1ccccc1 (stereo not drawn)
→ i	i	i	i	-0.3	i	i	-7	-3	i	i
- CCOC(=O)C1=C(C)N(Cc2ccccc2)C(=O)NC1c1ccc(OC)cc1 (stereo not drawn)
→ i	i	i	i	0.2	i	i	-4	21	i	i
- O=c1c2nccnc2[nH]c(=S)n1Cc1ccccc1Cl
→ i	i	i	i	0.7	i	i	-1	4	i	i
- CCCN(CC(=O)Nc1ccccc1C)C(=O)c1ccc(C2SCCS2)cc1
→ i	i	i	i	1.3	i	i	-4	-3	i	i
- COc1cc(OC)cc(C(=O)NCC(=O)OCC(=O)c2ccc3c(c2)-c2ccccc2C3)c1
→ i	i	i	i	-0.2	i	i	0	-2	i	i
- COc1ccc(-n2ncc3c2CC(C)(C)CC3NC(=O)c2ocnc2C)cc1 (stereo not drawn)
→ i	i	i	i	-1.0	i	i	-2	-3	i	i
- CCCCCCNC(=O)Cc1nc2nc(C)cc(C)n2n1
→ i	i	i	i	-0.2	i	i	-3	1	i	i
- C=C1N(C)c2cc([N+](=O)[O-])c(N)cc2C1(C)C
→ i	i	i	i	-1.0	i	i	1	2	i	i
- O=C(CC1C(=O)NCCN1Cc1cccc(F)c1)NCCCOc1cccnc1 (stereo not drawn)
→ i	i	i	i	0.2	i	i	0	0	i	i
- CC(C)(C)C(=O)OCc1nc(-c2ccc3c(c2)OCCO3)cs1
→ i	i	i	i	2.0	i	i	13	-3	i	i
- COC(=O)c1cc(=O)n(Cc2cccs2)c(=Nc2ccccc2)s1
→ i	i	i	i	0.0	i	i	7	23	i	i
- CC(C)c1nnc(NC(=O)c2ccc3ccccc3c2)s1
→ i	i	i	i	2.7	i	i	5	21	i	i
- CC(C)(C)OC(=O)NCCc1nnc(SCC(N)=O)o1
→ i	i	i	i	-0.4	i	i	-3	1	i	i
- COC(=O)C1CCCN1C(=O)c1cccs1 (stereo not drawn)
→ i	i	i	i	-0.1	i	i	3	-1	i	i
- CC1CCN(C(=O)COC(=O)c2cc(S(=O)(=O)N3CCOCC3)ccc2Cl)CC1
→ i	i	i	i	-0.3	i	i	23	24	i	i
- COCC(=O)N1CCC(Oc2ccc(C(=O)N(C)CCCC3CCCC3)cc2)CC1
→ i	i	i	i	-0.6	i	i	-2	1	i	i
- COc1ccc(NC(=O)NC(C)c2ccc3c(c2)OCO3)cc1OC (stereo not drawn)
→ i	i	i	i	-0.2	i	i	3	0	i	i
- O=C(Nc1ccccc1N1CCN(C(=O)c2ccc(Cl)cc2)CC1)c1cccnc1
→ i	i	i	i	-0.3	i	i	-1	6	i	i
- COc1ccc(-c2c(C)c3ccc(O)cc3oc2=O)cc1
→ i	i	i	i	1.9	i	i	-7	-2	i	i
- CN(CC(=O)Nc1ccccc1Br)C(=O)CCC1CCCC1
→ i	i	i	i	0.7	i	i	11	5	i	i
- COc1ccc(N2CC(C(=O)N[C@H](C(=O)NC3CCCCC3)C(C)C)CC2=O)cc1 (stereo partly drawn)
→ i	i	i	i	-0.6	i	i	3	-1	i	i
- CCOc1cc2[nH]c(=S)n(C3CCN(Cc4ccccc4)CC3)c(=O)c2cc1OCC
→ i	i	i	i	-1.0	i	i	-7	1	i	i
- COC(=O)CSc1nc2c(c(=O)[nH]c(=O)n2C)n1CCC(C)C
→ i	i	i	i	-0.6	i	i	0	-5	i	i
- Cc1cnc(C(=O)OC(C)C(=O)NCc2ccccc2)cn1 (stereo not drawn)
→ i	i	i	i	0.3	i	i	-2	-2	i	i
- Cc1ccc(C)c(NS(=O)(=O)c2cc(C(=O)N3CCc4ccccc4C3)ccc2Cl)c1
→ i	i	i	i	-0.4	i	i	0	35	i	i
- COc1cc2ncc(C(=O)c3ccccc3)c(N3CCN(Cc4ccccc4)CC3)c2cc1OC
→ i	i	i	i	-0.3	i	i	10	6	i	i
- COCC(=O)N(Cc1cc2cc(OC)ccc2[nH]c1=O)c1ccccc1OC
→ i	i	i	i	0.2	i	i	-3	-2	i	i
- COc1ccccc1C(CCNCc1ccc(N(C)C)cc1)c1ccc(OC(C)C)cc1 (stereo not drawn)
→ i	i	i	i	-1.0	i	i	6	2	i	i
- CCOc1ccc(-c2n[nH]c(C)c2Oc2ccc(OC)cc2)c(O)c1
→ i	i	i	i	0.1	i	i	16	12	i	i
- COc1ccc2c(c1OC)C(=O)OC2N1C(=O)CC[C@H]1C(=O)Nc1ccc(F)cc1F (stereo partly drawn)
→ i	i	i	i	-0.4	i	i	4	1	i	i
- COc1ccc(NC(=O)c2c(F)c(F)c(F)c(F)c2F)cc1Cl
→ i	i	i	i	-0.3	i	i	-6	6	i	i
- COc1ccc(N=Nc2[nH]c3ccc(C)cc3c2O)cc1
→ i	i	i	i	-0.1	i	i	4	2	i	i
- Fc1ccc(C2=Nn3c(Cc4ccccc4F)nnc3SC2)cc1
→ i	i	i	i	-0.3	i	i	24	13	i	i
- CC1CN(C(=O)c2cc(-c3ccc(Cl)s3)nc3ccccc23)CC(C)O1 (stereo not drawn)
→ i	i	i	i	0.0	i	i	-2	-7	i	i
- CCn1c(=O)c([N+](=O)[O-])c(NC2CCS(=O)(=O)C2)c2ccccc21 (stereo not drawn)
→ i	i	i	i	-0.1	i	i	0	-4	i	i
- CCNc1ccc(S(=O)(=O)N(C)C)cc1NCC(=O)Nc1ccc(F)c(Cl)c1
→ i	i	i	i	0.2	i	i	15	0	i	i
- CCOC(=O)c1c(CN2CCOCC2)n(C)c2cc(Br)c(O)c(CN(C)C)c12
→ i	i	i	i	-0.2&0.0	i	i	3&3	-2&-3	i	i
- CCOC(=O)n1cc(C(=O)c2ccccc2O)cn1
→ i	i	i	i	3.5	i	i	1	0	i	i
- COc1ccccc1CNS(=O)(=O)c1ccc2c(c1)N(C(C)=O)CCO2
→ i	i	i	i	-0.1	i	i	-2	1	i	i
- COc1ccc(/C=N/NC(=O)C(=O)NCc2cccnc2)cc1
→ i	i	i	i	-0.1	i	i	9	12	i	i
- O=C(O)C1(P(=O)(c2ccc(Cl)cc2)c2ccc(Cl)cc2)CCCC1
→ i	i	i	i	0.0	i	i	-5	-1	i	i
- O=C1/C(=C/c2ccc([N+](=O)[O-])cc2)CCc2ccccc21
→ i	i	i	i	1.4	i	i	50*	6	i	i
